Source: PubChem BioAssay
VLA-4 inh: inhibition in human VLA-4 binding assay, primary screen, VLA-4 allosteric modulator project, MLPCN library, flow cytometry, VLA-4 expressing cells; Integrin alpha-4 (Homo sapiens), P13612; ligand binding flow cytometry; inhibition, % (about 7 µM as worked out from the volumes in the protocol); hit rate 0.2% among 330,000; AID 2557, 2010; in the data active = inhibition above about 50%
Efflux pump mplx: inhibitors of Candida efflux pumps in yeast, primary screen, S. cerevisiae, Nile Red, multiplex | S. cerevisiae Candida pump triplex | hit rate 0.44% among 330,000 | AID 485275, 2010 | inhibition, % at 10 µM;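 active = plate passing quality check with inhibition over a set limit, or well fluorescence over plate mean plus 4 SD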;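 also: Nile Red retained in pooled yeast measured as flow cytometry median fluorescence; 0% = buffer negative control and 100% = Enniatin B positive control; higher means more Nile Red kept so more efflux inhibition; some compounds called inactive have numbers as strong as hits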
Fam108B inh: mouse Fam108B serine hydrolase inhibitors, primary screen, counter-screen for RBBP9 inhibitor project, biochemical, fluorescence polarization; recombinant Fam108B, FP-Rh probe fluorescence polarization; inhibition, % at 9.51 µM; hit rate 0.33% among 300,000; AID 1947, 2009;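 active = inhibition above the screen mean inhibition plus 3 SD, computed separately per campaign, cut at about 18% in these data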;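 also: inhibitors lower polarization as less probe binds the enzyme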
PME-1 primary: PME-1 inhibitors via competitive probe labeling, primary screen, biochemical, fluorescence polarization, FP-Rh probe, HTS | recombinant PME-1 | inhibition, % at 5.9 µM | hit rate 0.53% among 320,000;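 active = inhibition above the campaign mean of all compounds plus 3 SD, cut at about 26% in these data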;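 also: competitive labeling of PME-1 active site by serine hydrolase directed probe; 0% = PME-1 with DMSO and 100% = wells lacking PME-1 enzyme; inhibitors block probe labeling so polarization falls and inhibition rises; many of its hits are not listed in these tables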
GLD-1 RNA inh: GLD-1/TGE RNA complex disruptors, primary screen, biochemical, fluorescence polarization | purified GLD-1 + fluorescein TGE RNA | inhibition, % at 5.96 µM | hit rate 0.44% among 320,000 | AID 2280, 2010;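 active = percent inhibition above a per-plate cutoff, the plate mean of test compounds plus 3 SD, cut at about 30% in these data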;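 also: 0% = DMSO wells with GLD-1 and probe and 100% = wells lacking GLD-1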
Target sequence (Q17339 whole entry, looked up): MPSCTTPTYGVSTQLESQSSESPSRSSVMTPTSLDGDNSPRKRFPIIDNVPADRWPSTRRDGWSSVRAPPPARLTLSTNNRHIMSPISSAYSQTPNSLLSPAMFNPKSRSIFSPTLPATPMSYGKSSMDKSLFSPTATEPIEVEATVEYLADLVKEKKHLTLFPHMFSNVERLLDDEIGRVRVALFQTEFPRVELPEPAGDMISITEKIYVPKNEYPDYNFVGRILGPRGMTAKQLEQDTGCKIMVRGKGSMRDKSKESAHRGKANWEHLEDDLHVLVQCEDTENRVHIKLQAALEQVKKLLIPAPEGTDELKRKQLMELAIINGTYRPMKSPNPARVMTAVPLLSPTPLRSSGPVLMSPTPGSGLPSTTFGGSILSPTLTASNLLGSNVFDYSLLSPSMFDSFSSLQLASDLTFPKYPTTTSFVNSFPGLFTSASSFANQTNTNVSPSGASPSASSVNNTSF
GRK2 inh: compounds blocking aptamer binding on GRK2 – biochemical, human GRK2, bead flow cytometry, HTS, primary screen; hit rate 0.59% among 330,000; AID 488847, 2010; inhibition of aptamer binding, % at 10 µM; Beta-adrenergic receptor kinase 1 (Homo sapiens), P25098; FAM-aptamer displacement from GRK2;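 active = inhibition of aptamer binding above 40%, roughly 3 SD of noise, on plates passing a quality check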;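 also: median bead fluorescence of bound FAM aptamer so fluorescent compounds give negative values; no value below 0 was filed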
MEX-5 binding: MEX-5 zinc finger RNA-binding disruptors – biochemical, C. elegans, fluorescence polarization, MLPCN library, primary screen; activity score (negative = inhibition of binding), % at 10 µM; Zinc finger protein mex-5 (Caenorhabditis elegans), Q9XUB2; MEX-5/FITC-TCR2 RNA binding; stronger effect = lower value; AID 1832, 2009; hit rate 0.38% among 300,000;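 active = inhibition past about -25% in most replicates, and total fluorescence under double the plate's negative control median, limit read from the data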;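 also: 0% = DMSO and -100% = 5 µM competing unlabeled TCR2 RNA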
MCL1-BIM inh: inhibitors of MCL1 binding to BIM-BH3, primary screen, biochemical, fluorescence polarization; GST-MCL1 / FITC-Bim-BH3 fluorescence polarization; AID 2057, 2009; hit rate 0.68% among 320,000; Induced myeloid leukemia cell differentiation protein Mcl-1 (Homo sapiens), Q07820; inhibition, % at 10.9 µM;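 active = inhibition above the mean inhibition of all tested compounds plus 3 SD, set per campaign, cut at about 40% in these data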;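 also: 0% = DMSO wells and 100% = unlabeled Bim-BH3 peptide control; higher means more loss of mP so more displacement of Bim peptide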
Target sequence (Q07820 whole entry, looked up): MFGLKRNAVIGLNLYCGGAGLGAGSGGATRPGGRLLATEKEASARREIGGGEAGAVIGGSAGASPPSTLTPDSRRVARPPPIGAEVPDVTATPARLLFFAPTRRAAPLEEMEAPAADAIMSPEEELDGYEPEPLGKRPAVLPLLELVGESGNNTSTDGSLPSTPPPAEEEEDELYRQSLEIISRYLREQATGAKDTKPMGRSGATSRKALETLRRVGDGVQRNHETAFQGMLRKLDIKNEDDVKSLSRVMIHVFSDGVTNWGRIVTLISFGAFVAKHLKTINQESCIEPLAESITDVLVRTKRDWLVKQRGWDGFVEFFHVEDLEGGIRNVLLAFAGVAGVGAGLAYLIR
BCLXL inh: inhibitors of human Bcl-xL, primary screen, biochemical, fluorescence polarization, HTS; Bcl-2-like protein 1 (Homo sapiens), Q07817; GST-Bcl-xL / FITC-Bim BH3 peptide fluorescence polarization; inhibition, % at 10.9 µM; hit rate 0.7% among 320,000;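 active = inhibition above the mean of all tested compounds plus 3 SD, cutoff set per campaign, cut at about 30% in these data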;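 also: 0% = DMSO wells and 100% = unlabeled Bim-BH3 peptide competitor; inhibitors lower millipolarization by displacing the labeled peptide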
Target sequence (Q07817 whole entry, looked up): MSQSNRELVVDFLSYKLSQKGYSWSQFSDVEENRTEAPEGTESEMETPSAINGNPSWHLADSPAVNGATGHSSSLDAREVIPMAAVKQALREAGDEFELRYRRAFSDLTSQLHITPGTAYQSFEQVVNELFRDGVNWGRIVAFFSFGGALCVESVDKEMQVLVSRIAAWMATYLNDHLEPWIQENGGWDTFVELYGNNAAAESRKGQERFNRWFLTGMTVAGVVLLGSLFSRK
The depositor's hits bear a star; / = no result given.

SMILES	VLA-4 inh	Efflux pump mplx	Fam108B inh	PME-1 primary	GLD-1 RNA inh	GRK2 inh	MEX-5 binding	MCL1-BIM inh	BCLXL inh
CCOCCCNC(=O)CN1C(=O)COc2ccc(S(=O)(=O)N3CCC(C)CC3)cc21	-4	-0.3	-1	-1	-2	6	3.6	-5	0
O=C(O)c1[nH]c2ccccc2c1NS(=O)(=O)Cc1ccccc1	-1	0.0	2	4	-3	3	-1.0	-1	5
COCCCN(C(=O)Nc1ccccc1)C(C)c1ccncc1 (stereo not drawn)	19	0.0	-1	0	0	1	3.0	6	5
COC(=O)c1ccc(OC(=O)c2cccnc2SC)cc1	4	0.2	-5	-2	-8	1	-4.1	-10	-8
Fc1ccc(C(c2nnnn2Cc2ccco2)N2CCN(C3CCCCC3)CC2)cc1 (stereo not drawn)	-7	-0.1	0	-1	5	4	-0.6	3	6
Cc1cc(NC(=O)CSc2nc(-c3ccccc3)nc3c2c(=O)n(C)c(=O)n3C)no1	0	0.1	1	0	1	1	1.1	3	0
C=CCn1c(C(C)NC(=O)COC)nc2ccccc21 (stereo not drawn)	-8	0.1	-1	-3	-1	0	0.7	1	4
O=C(NCCC1CCCCN1S(=O)(=O)c1ccccc1)C(=O)NCCN1CCOCC1 (stereo not drawn)	5	0.2	4	-1	-3	0	0.5	2	2
Cc1c(Cl)cccc1N=C1SCCN1C(=O)CN1C(=O)NC2(CCCC2)C1=O	-1	-0.1	2	6	4	1	1.5	3	1
O=C(NC1CCCCC1)C(c1ccccn1)N(C(=O)Cc1cccs1)c1ccc(Cl)cc1 (stereo not drawn)	12	0.1	-2	2	8	0	-0.4	-10	1
COc1nc(-c2ccc(Cl)cc2)nnc1C	0	0.0	0	2	-2	0	0.5	5	-2
Cc1nn(-c2ccccc2)c(C)c1/C=N/Nc1nc2ccccc2[nH]1	5	0.0	7	-78	3	0	0.5	3	-6
NC(=O)c1ccccc1OCC(=O)NS(=O)(=O)c1ccccc1	-7	0.0	-2	-5	1	0	-0.3	5	5
CCn1ccnc1CN(C)Cc1cn(-c2cc(C)ccc2C)nc1-c1ccccc1	8	-0.3	-1	0	0	0	-1.3	7	5
O=C(Nc1nnc(-c2ccc(F)cc2)s1)c1ccco1	-3	0.0	3	-2	4	0	-1.0	2	5
Cc1ccc(F)cc1NC(=O)C12CC3CC(C1)CC(n1cnc([N+](=O)[O-])n1)(C3)C2	9	0.0	1	3	1	0	-1.9	4	3
CCC1(c2ccc(F)cc2)NC(=O)N(CC(=O)N2CCN(S(=O)(=O)c3ccc(Cl)cc3)CC2)C1=O (stereo not drawn)	-8	0.1	-1	4	8	0	1.8	-19	-15
Cc1ccc(C(=O)NCC2CCCO2)cc1S(=O)(=O)N1CCCCC1 (stereo not drawn)	1	0.0	1	-1	2	0	0.2	0	-2
CN(CP(=O)(O)CCc1ccccc1)S(C)(=O)=O	11	0.1	-1	7	0	1	-4.8	-10	3
O=C(Nc1ccccc1)ON=C1CCCC1	-20	0.0	3	4	1	0	0.0	2	6
CCN(CC)S(=O)(=O)c1cc(NC(=O)CSc2nc3c(cc2C#N)C(=O)CC(C)(C)C3)ccc1C	16	0.1	2	11	1	6	3.4	2	-3
O=S(=O)(c1ccccc1)N1CCN(C(=S)Nc2ccc(F)cc2)CC1	13	0.4	4	11	-4	1	1.3	9	5
Cn1cc(S(=O)(=O)N2CCCC2)cc1C(=O)N1CCN(c2cccc(Cl)c2)CC1	-11	-0.1	3	0	3	0	1.7	-6	1
CCCCC(C(=O)NCCC(C)C)N(CCCN1CCOCC1)C(=O)c1snc(C(N)=O)c1N (stereo not drawn)	-2	-0.1	4	0	4	0	-3.0	4	4
CS(=O)(=O)c1ccc(CNC(=O)C2(C(F)(F)F)CC(CCCO)CCCO2)cc1 (stereo not drawn)	16	-0.1	-1	5	2	3	0.0	1	3
Brc1cccc(-c2nnc3sc(CN4CCCCC4)cn23)c1	14	0.0	-1	-2	-1	8	-0.5	-4	-2
O=C(CSc1nnc(-c2ccccc2)c(-c2ccccc2)n1)NCc1ccco1	34	0.2	-1	0	1	2	1.6	-1	2
c1cnc2ccc(C(c3nnnn3C3CCCCC3)N3CCN(C4CCCCC4)CC3)cc2c1 (stereo not drawn)	11	0.2	-1	-5	0	0	0.7	0	-1
C(=N\n1cncn1)/c1ccc(N2CCOCC2)cc1	9	-0.1	2	2	4	1	-2.9	7	7
O=C(NC(=S)Nc1nc2ccccc2s1)c1ccco1	-4	0.2	4	5	-1	2	-2.6	18	13
COc1ccc(S(=O)(=O)NCCSc2ccccc2)cc1OC	-8	-0.1	2	-6	-4	0	0.6	2	2
CC(=O)N1CSCC1C(=O)NNS(=O)(=O)c1ccccc1 (stereo not drawn)	2	-0.2	2	1	0	2	-1.7	2	3
Cc1ccc(-c2ccc(S(=O)(=O)NCC3CCCO3)cc2)cc1 (stereo not drawn)	4	-0.1	-3	1	0	2	-5.0	8	5
COc1ccc(-c2cn(/N=C/c3ccc(Cl)cc3Cl)c(N)n2)cc1	-13	0.1	-2	4	10	0	0.3	-7	1
COCCCN(C(=S)Nc1ccc(OC)cc1)C(C)c1ccncc1 (stereo not drawn)	2	0.0	-1	-5	-4	4	1.5	-3	5
COCCNC(=O)CCC(=O)NNc1nc2ccccc2c2nc(-c3ccccc3)nn12	-4	0.0	0	0	0	2	-4.7	7	2

Rewritten bar-delimited: part of the list above.
compound | VLA-4 inh | Efflux pump mplx | Fam108B inh | PME-1 primary | GLD-1 RNA inh | GRK2 inh | MEX-5 binding | MCL1-BIM inh | BCLXL inh
O=C(CSc1nnc(-c2ccccc2)c(-c2ccccc2)n1)NCc1ccco1 | 34 | 0.2 | -1 | 0 | 1 | 2 | 1.6 | -1 | 2
CC(=O)N1CSCC1C(=O)NNS(=O)(=O)c1ccccc1 (stereo not drawn) | 2 | -0.2 | 2 | 1 | 0 | 2 | -1.7 | 2 | 3

The results go on:
SMILES	VLA-4 inh	Efflux pump mplx	Fam108B inh	PME-1 primary	GLD-1 RNA inh	GRK2 inh	MEX-5 binding	MCL1-BIM inh	BCLXL inh
CCOC(=O)N1CCC(NC(=O)c2cc(C(=O)NC3CCN(Cc4ccccc4)CC3)ccc2CO)CC1	46	-0.1	1	0	6	1	0.6	6	2
Cc1ccc(N2CCC(N3CCN(C4CCCCC4)C(CCO)C3)CC2)cc1 (stereo not drawn)	8	0.0	-1	4	-7	0	0.0	11	6
COc1ccc([N+](=O)[O-])cc1NC(=O)CCN1CCN(CCO)CC1	10	0.1	0	-2	-1	0	2.9	-11	-7
CC(=O)Nc1ccc(NC(=O)COC(=O)c2ccc([N+](=O)[O-])o2)cc1	-8	0.1	/	/	4	2	/	/	/
COc1ccc(Cn2c(CO)cnc2SCC(=O)Nc2cccc(NC(C)=O)c2)cc1	0	0.2	-4	-5	-4	2	-1.2	-3	-1
CCOc1ccc(N2Nc3n[nH]c(N)c3N2)cc1	32	0.2	2	3	1	11	-3.6	0	3
CCc1ccc(CNC(=O)c2ccc(OC)c(OC3CCN(C(C)C)CC3)c2)nc1	-1	-0.1	-2	-2	3	0	-4.1	12	4
Cc1ccc(N2CCN(CC(O)COc3cccc(C)c3)CC2)cc1 (stereo not drawn)	14	0.2	4	2	-2	0	0.5	-2	3
CN1CCN(c2ccc(NC(=O)c3cccc(OCc4ccccc4)c3)cc2)CC1	4	0.0	3	0	0	0	0.3	9	1
O=S(=O)(NC(=S)NC1CCCCC1)c1ccc(Br)cc1	2	0.0	5	-4	0	0	1.7	10	7
COc1cc(/C=N/Nc2ccc(C)cc2)cc(Br)c1O	1	0.0	4	1	0	2	1.1	7	8
COCCCNC(=S)NNC(=S)Nc1ccc(F)cc1F	-5	-0.1	4	7	8	1	0.2	8	7
Cc1ccccc1C(=O)Nc1nc(-c2cccnc2)cs1	8	0.3	-4	-5	4	2	0.5	10	6
COc1ccc2cc(Br)ccc2c1CC(=O)NC(C)(C)C	-9	-0.1	-3	-4	9	0	-3.6	4	-1
OC(CN1CCOCC1)(c1ccccc1)c1ccccn1 (stereo not drawn)	-5	0.3	-3	-11	-9	0	1.7	3	0
Cn1cnnc1SCC(=O)Nc1ccc(F)cc1F	-6	0.0	1	3	0	0	-0.4	0	1
Cc1ccc(C(C)(O)CS(=O)(=O)Cc2ccccc2)cc1 (stereo not drawn)	39	0.1	1	-4	-1	4	-2.6	-2	3
CCOC(=O)C1=C(C)NC(=NC)SC1c1ccccc1 (stereo not drawn)	12	0.1	-1	-2	2	6	-2.2	5	9
Cc1ncoc1C(=O)N1CCCC(C(=O)c2cccc3ccccc23)C1 (stereo not drawn)	1	0.0	-3	-1	5	0	-1.5	2	-1
Cc1ccc(NC(=O)COC(=O)c2c(-c3ccccc3)noc2C)c(C)c1	7	0.1	/	1	6	0	/	2	4
Cc1ccc(-c2noc(C3CCCN(C(=O)c4ccc(Cl)cc4)C3)n2)o1 (stereo not drawn)	7	0.1	-2	-7	7	8	3.2	0	2
COc1ccc(C2Nc3ccccc3C(=O)N2NC(C)=O)cc1OC (stereo not drawn)	3	-0.1	3	-1	-9	5	-0.6	-4	1
Cc1nn2c(-n3ccnc3C)c3c(nc2c1-c1ccccc1)CCC3	-4	0.5	-1	2	3	1	-2.7	5	3
CCCOC(=O)c1c(-c2ccc(OC)cc2)oc2ccc(-c3ccc(OC)nc3)cc12	7	-0.3	-5	2	1	0	1.9	9	6
O=C1CC(C(=O)Nc2cccc(F)c2)n2c(nc3ccccc32)N1 (stereo not drawn)	-3	0.1	0	-1	4	1	1.4	1	1
O=C(CSc1ccccc1C(=O)O)NCc1ccco1	8	0.2	-2	-7	3	5	-1.1	0	4
COc1ccc(/C=N/Nc2ncnc3c2[nH]c2ccccc23)c(OC)c1OC	0	0.0	7	6	0	2	-1.1	-9	-5
COc1ccccc1/C=C(/CC(=O)NCc1ccc2c(c1)OCO2)c1nc2ccccc2s1	-3	0.2	-1	-3	-1	5	-1.0	7	3
O=C(c1ccccc1)N1CCN(c2nc3ccc([N+](=O)[O-])cc3s2)CC1	-21	-0.1	-3	3	3	4	-0.5	3	-1
CCC(CC)C(=O)N1N=C(c2ccc(NS(C)(=O)=O)cc2)CC1c1ccccc1 (stereo not drawn)	3	0.0	4	-2	2	0	0.1	5	-3
CC1=C(C(=O)Nc2cccc(C(=O)N3CCN(c4cccc(C(F)(F)F)c4)CC3)c2)SCCO1	0	-0.1	5	3	7	3	1.3	2	2
O=C(O)c1ccc(NC(=O)c2ccc(Cl)cc2)c(NC(=O)c2ccc(Cl)cc2)c1	11	0.0	-5	-3	-4	2	-1.1	1	3
Cc1cc(C)n2nc(C(=O)Oc3ccc4c(c3)OCO4)nc2n1	20	0.0	-4	-5	1	0	0.4	3	3
CN(Cc1ccccc1)C(=O)c1ccccc1Br	-3	0.1	1	5	-9	1	2.0	-11	-1
COC(=O)c1ccccc1NC(=S)N1CCC(N2CCCCC2)CC1	-2	-0.2	6	-5	2	0	0.7	10	12

This is a subset (hit frequency here may not be typical).
